High-throughput results (PubChem)
PAFAH1B3 FP inh: inhibitors of human PAFAH1B3 | Q15102 | recombinant PAFAH1B3, FP-rhodamine probe, fluorescence polarization | 340,000 tested, 0.28% active | inhibition, % at 3.39 µM;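 active = inhibition above the screen-wide average of all tested compounds plus 3 SD, cut at about 25% in these data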;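 also: 0% = enzyme with DMSO only and 100% = wells lacking PAFAH1B3 protein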
PAFAH2 inh: inhibitors of human PAFAH2 | Q99487 | inhibition, % at 3.39 µM | recombinant PAFAH2, FP-rhodamine activity probe, fluorescence polarization | 340,000 tested, 0.99% active;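 active = inhibition above the mean over all tested compounds plus 3 SD, cut at about 30% in these data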;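 also: inhibitors block probe labeling of enzyme so polarization drops; 0% = enzyme with DMSO and 100% = wells lacking PAFAH2 protein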
PREPL inh: inhibits the human prolyl oligopeptidase-like enzyme | Q4J6C6 | recombinant PREPL, fluorescence polarization activity-based probe | inhibition, % at 5.96 µM | 320,000 tested, 0.68% active; in the data active = inhibition above about 43%;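 also: 0% = enzyme with DMSO and 100% = wells lacking enzyme; many of its hits are not listed in these tables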
Target sequence (Q4J6C6 whole entry, looked up): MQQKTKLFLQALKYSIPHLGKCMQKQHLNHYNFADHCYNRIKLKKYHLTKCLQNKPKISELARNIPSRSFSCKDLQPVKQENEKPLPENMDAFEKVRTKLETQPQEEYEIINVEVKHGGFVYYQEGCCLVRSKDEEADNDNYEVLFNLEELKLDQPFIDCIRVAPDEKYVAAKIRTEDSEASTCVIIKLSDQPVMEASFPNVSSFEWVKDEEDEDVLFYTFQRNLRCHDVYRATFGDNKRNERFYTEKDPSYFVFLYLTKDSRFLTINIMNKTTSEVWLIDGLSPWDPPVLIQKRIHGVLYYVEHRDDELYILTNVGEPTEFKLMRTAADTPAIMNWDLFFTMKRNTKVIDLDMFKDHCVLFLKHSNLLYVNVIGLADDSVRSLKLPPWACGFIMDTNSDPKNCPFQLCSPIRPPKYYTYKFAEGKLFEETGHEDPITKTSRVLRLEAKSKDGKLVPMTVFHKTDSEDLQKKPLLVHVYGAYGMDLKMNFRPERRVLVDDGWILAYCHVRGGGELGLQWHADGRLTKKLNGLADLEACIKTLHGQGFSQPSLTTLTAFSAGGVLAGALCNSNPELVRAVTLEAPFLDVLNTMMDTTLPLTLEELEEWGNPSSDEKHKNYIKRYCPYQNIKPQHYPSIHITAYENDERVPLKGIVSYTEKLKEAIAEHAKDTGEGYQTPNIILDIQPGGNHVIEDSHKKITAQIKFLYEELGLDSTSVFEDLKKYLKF
PAD4 FP inh: inhibitors of human PAD4. 330,000 tested, 0.41% active. inhibition, % at 6.36 µM. recombinant PAD4, RCA probe fluorescence polarization. AID 485272. Q9UM07;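 active = percent inhibition above a cutoff equal to the mean of all tested compounds plus 3 SD, cut at about 15% in these data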;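 also: 0% = PAD4 with RCA probe and DMSO and 100% = probe without PAD4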
LYPLA2 counter: LYPLA2 (human) inhibition in PME1 counter-screen; O95372; recombinant LYPLA2, FP-Rh probe fluorescence polarization; inhibition, % at 5.9 µM; 320,000 tested, 0.38% active; AID 2177;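 active = inhibition above the screen-wide mean plus 3 SD, limit set per campaign, cut at about 26% in these data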;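 also: 0% = LYPLA2 with DMSO and 100% = wells lacking LYPLA2 enzyme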
Target sequence (O95372 whole entry, looked up): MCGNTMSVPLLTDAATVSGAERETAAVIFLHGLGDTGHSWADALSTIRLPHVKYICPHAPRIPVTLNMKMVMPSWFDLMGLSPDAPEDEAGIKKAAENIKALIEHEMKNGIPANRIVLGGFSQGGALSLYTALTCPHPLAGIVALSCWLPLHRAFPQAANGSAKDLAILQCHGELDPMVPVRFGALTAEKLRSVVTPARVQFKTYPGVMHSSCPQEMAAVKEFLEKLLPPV
GSTO1 counter: GSTO1 inhibition, counter-screen for RBBP9 inhibitors; 300,000 tested, 1.1% active; AID 1974; inhibition, % at 5.96 µM; P78417; recombinant GSTO1, activity-based probe fluorescence polarization;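 active = inhibition above the campaign mean inhibition plus 3 SD, cut at about 35% in these data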;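 also: 0% = GSTO1-1 with DMSO and 100% = wells lacking GSTO1-1 enzyme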
PAFAH1B2 FP inh: blocks human PAF acetylhydrolase 1b catalytic subunit 2; P68402; recombinant PAFAH1B2, FP-rhodamine activity probe, fluorescence polarization; inhibition, % at 3.39 µM; 340,000 tested, 1.2% active; AID 492953;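 active = inhibition above the mean of all tested compounds plus 3 SD, cut at about 24% in these data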;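 also: 0% = enzyme with DMSO and 100% = wells lacking PAFAH1B2; many of its hits are not listed in these tables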
pPAFAH FP inh: pPAFAH (human) enzyme inhibition; AID 463082; 330,000 tested, 1.5% active; recombinant pPAFAH, FP-rhodamine probe fluorescence polarization; inhibition, % at 3.39 µM;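 active = inhibition above the mean inhibition across the screen plus 3 SD, cut at about 25% in these data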;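 also: inhibitors block binding of the rhodamine activity-based probe so polarization drops; 0% = enzyme with DMSO and 100% = wells lacking pPAFAH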
LYPLA1 counter: blocks human lysophospholipase 1, a PME1 counter-screen; recombinant LYPLA1, FP-Rh probe fluorescence polarization; 320,000 tested, 0.16% active; O75608; AID 2174; inhibition, % at 5.9 µM;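 active = inhibition above the mean of all tested compounds plus 3 SD, set per campaign, cut at about 14% in these data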;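 also: inhibitors block serine hydrolase probe labeling of LYPLA1 so polarization falls; 0% = enzyme with DMSO and 100% = wells lacking LYPLA1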
The depositor's hits bear a star; . = not tested or not shown.

Fields: PAFAH1B3 FP inh, PAFAH2 inh, PREPL inh, PAD4 FP inh, LYPLA2 counter, GSTO1 counter, PAFAH1B2 FP inh, pPAFAH FP inh, LYPLA1 counter
CC(=O)Nc1ccc(N(C(=O)Cn2nnc3ccccc32)C(C(=O)NC2CCCC2)c2ccc(O)c(O)c2)cc1 (centres undefined)
 : 4, 6, 2, -2, 1, 43*, 3, 3, -4
CCN(CC)Cc1c(NC(=O)c2ccccc2)sc(C)c1C
 : 4, -15, 8, -6, -4, 1, 1, -2, -5
Cc1cccc(-c2nnc(SCC(=O)NC3CC3)n2C)c1
 : 19, -6, 0, -2, 2, 4, -4, 0, 1
CCOC(=O)N1CCN(S(=O)(=O)c2ccc3c(c2)oc(=O)n3C)CC1
 : 4, 4, 0, -1, 5, -1, 1, 9, 2
O=C(Cc1ccc(F)cc1)Nc1ccc(Cl)cn1
 : 2, 0, -5, -2, 4, 2, 1, 2, 2
CCOc1ccc2nc(NC(=O)NC3CCCCC3)sc2c1
 : -1, 11, 17, 2, 1, 1, 2, 4, 0
COc1cccc(-c2cc(C(=O)Nc3c(C)nn(Cc4ccccc4C)c3C)no2)c1
 : 10, -3, 1, -3, 45*, -5, 4, 3, 6
CCOc1ccccc1NC(=O)C(C)N1C(=O)c2ccccc2S1(=O)=O (centres undefined)
 : 8, -2, -1, 0, -1, 3, 3, 1, 0
COc1ccc(Oc2nc(SC)nc3ccccc23)cc1
 : 4, -1, -6, -5, -5, -5, 4, 1, -6
C=CCn1c(SCC(=O)O)nc2sc(CC)cc2c1=O
 : 7, -3, 8, -2, -5, -2, -1, 1, 1
O=C(O)c1ccc(N=Nc2c(O)[nH]c3ccc(Br)cc23)cc1
 : 16, 0, 3, -6, 5, -1, 33*, 4, 2
CCOC(=O)c1ccc(CSc2nnc(C)n2N)o1
 : 5, 8, 2, -4, 0, 0, 3, 2, 3
CSc1nc(Cc2ccc(Cl)cc2)nc2ccccc12
 : 2, -7, 6, 0, 13, 3, 5, -3, 6
FC(F)Oc1ccccc1NC(=S)Nc1cccc(Cl)c1Cl
 : -2, -1, 0, -2, 2, 1, -2, 1, 1
COC(=O)c1ccc(CNC(=O)COC(=O)C23CC4CC(CC(C4)C2)C3)cc1
 : 2, 3, 3, 0, 8, 3, 7, 2, 2

Reformatted: entries from further up.
CCOC(=O)c1ccc(CSc2nnc(C)n2N)o1
  PAFAH1B3 FP inh: 5	PAFAH2 inh: 8	PREPL inh: 2	PAD4 FP inh: -4	LYPLA2 counter: 0	GSTO1 counter: 0	PAFAH1B2 FP inh: 3	pPAFAH FP inh: 2	LYPLA1 counter: 3

CSc1nc(Cc2ccc(Cl)cc2)nc2ccccc12
  PAFAH1B3 FP inh: 2	PAFAH2 inh: -7	PREPL inh: 6	PAD4 FP inh: 0	LYPLA2 counter: 13	GSTO1 counter: 3	PAFAH1B2 FP inh: 5	pPAFAH FP inh: -3	LYPLA1 counter: 6

FC(F)Oc1ccccc1NC(=S)Nc1cccc(Cl)c1Cl
  PAFAH1B3 FP inh: -2	PAFAH2 inh: -1	PREPL inh: 0	PAD4 FP inh: -2	LYPLA2 counter: 2	GSTO1 counter: 1	PAFAH1B2 FP inh: -2	pPAFAH FP inh: 1	LYPLA1 counter: 1

COC(=O)c1ccc(CNC(=O)COC(=O)C23CC4CC(CC(C4)C2)C3)cc1
  PAFAH1B3 FP inh: 2	PAFAH2 inh: 3	PREPL inh: 3	PAD4 FP inh: 0	LYPLA2 counter: 8	GSTO1 counter: 3	PAFAH1B2 FP inh: 7	pPAFAH FP inh: 2	LYPLA1 counter: 2

(cont.)
Fields: PAFAH1B3 FP inh, PAFAH2 inh, PREPL inh, PAD4 FP inh, LYPLA2 counter, GSTO1 counter, PAFAH1B2 FP inh, pPAFAH FP inh, LYPLA1 counter
O=C(Nn1c(-c2ccc(Cl)cc2)nc2ccccc2c1=O)c1cccnc1Cl
 : 5, 3, -2, -8, 0, 4, 3, 4, 2
O=C(NC1CCCC1)C(c1cccnc1)N(C(=O)c1csnn1)c1ccc(F)cc1 (centres undefined)
 : 16, -10, 5, -5, 8, 3, 1, 4, 1
CS(=O)(=O)c1ccc(NS(=O)(=O)c2ccc3ccccc3c2)cc1
 : 8, -10, -14, -9, -1, -4, 6, 1, 9
COc1ccc(NC(=O)N2CCCC(C(=O)NCc3ccccc3F)C2)cc1 (centres undefined)
 : -12, -1, -1, -2, 0, 5, -3, 5, 0
CCCCNc1nc2ccccc2[nH]1
 : -1, -5, -12, -1, 0, 7, 1, 5, 3
COc1ccc2cc(CCNC(=O)C(C)C)c(=O)[nH]c2c1
 : 3, 14, 2, -3, 1, 0, -5, 6, -1
O=C(NCCC1=CCCCC1)C(=O)NCC1OCCCN1S(=O)(=O)c1ccccc1 (centres undefined)
 : 12, 7, 3, 3, 4, -6, 12, 9, -3
Cc1c(NC(=O)C(C)OC(=O)c2cc(Cl)nc(Cl)c2)c(=O)n(-c2ccccc2)n1C (centres undefined)
 : 12, 0, -3, 2, 9, 3, 2, 5, 4
CCN1CCN(CC(O)COc2ccc(C(C)=O)cc2)CC1 (centres undefined)
 : 5, 0, -5, -2, 5, 3, -2, 1, 1
CCCC[C@H]1COCCS(=O)(=O)N1Cc1ccccc1F
 : -5, 6, 22, 4, 4, 4, 12, 2, -1
CCc1nn(CC(=O)NCCN2CCN(C)CC2)c(=O)c2cc3occc3n12
 : 2, 11, -1, 5, 3, 9, 2, 6, -2
CC(=O)c1sc(NC(=O)CN2C(=O)NC3(CCCC3)C2=O)nc1-c1ccccc1
 : 6, -2, 3, -1, 6, -1, 6, -1, -3
COc1ccc(Cl)cc1NC(=O)/C=C/C(=O)O
 : 6, 6, 14, 0, -5, -3, 8, -1, 0
Cc1ccc(Cn2c(CN(C)Cc3ccccc3)nc3c2c(=O)n(C)c(=O)n3C)cc1
 : 6, 5, -32, 0, -3, 2, 0, 4, -6
COc1ccc(C(c2c(O)nc(SC)n(C)c2=O)c2c(O)nc(SC)n(C)c2=O)cc1O
 : 6, -4, 5, 2, -4, 10, 4, 1, 0
CN(Cc1ccccc1F)c1ncnc2sccc12
 : 5, 1, -2, -3, -1, -5, -3, 7, -2
O=C(Cc1cccs1)NCc1cccnc1
 : 11, -5, 21, -5, 2, 4, 7, 3, 4
COC(=O)CS(=O)(=O)c1ccc(C)cc1
 : 5, -3, -1, 0, -9, 4, 3, 4, -2
Cc1ccc(CNS(=O)(=O)c2c(C)[nH]c(C)c2C(=O)N2CCCC2)cc1
 : 13, 1, 1, 4, 7, -2, 6, 4, -1
O=c1cc(O)c(-c2ccccc2)c(Cl)[nH]1
 : 16, 0, 0, -1, -3, 1, 11, 4, -2
CC(NC(=O)C1CC1)c1ccc(-c2ccccc2)cc1 (centres undefined)
 : 7, -2, -5, 2, 6, 1, 0, 5, 1
C=CCn1c(SCC(=O)NCCc2ccccc2)nnc1C1CC1
 : 7, 2, 2, 5, -1, 6, 6, -3, -1
COC(=O)c1ccc(NC(=O)Nc2ccccc2C)cc1
 : 3, 0, 4, -1, -2, 4, 3, 1, -4
c1ccc(N=P(N2CCOCC2)(N2CCOCC2)N2CCOCC2)cc1
 : 6, -1, -2, 1, 7, 13, -1, 1, 3
Cc1ccc(S(=O)(=O)NC(C(=O)N2CCOCCOCCOCC2)c2ccccc2)cc1 (centres undefined)
 : ., ., 0, 0, 2, 6, ., 1, 0
CCOc1ccccc1NC(=O)CCS(=O)(=O)c1cccc2nsnc12
 : 3, -6, -5, -2, 4, 6, -2, 4, -5
O=C(CNC(=O)c1cccc(Br)c1)N/N=C/c1ccc[nH]1
 : 7, -4, -7, 5, 3, -2, 3, 0, -1
Cc1ccc(CNC(=O)Cn2c(=O)c3sccc3n(Cc3ccc([N+](=O)[O-])cc3)c2=O)cc1
 : -8, -17, -18, 3, -14, -28, -12, 0, -10
O=C(COC(=O)/C=C/C(=O)N1CCN(c2ccccc2)CC1)NCc1ccc(F)cc1
 : 3, 7, -12, 4, 2, 9, 7, 8, 0
O=C(NC(=S)Nc1ccccc1N1CCCC1)c1cccs1
 : 12, 4, 0, 3, -3, -4, 5, 4, 2

In the list so far, two contain a furan ring, fused or not.
Fields: PAFAH1B3 FP inh, PAFAH2 inh, PREPL inh, PAD4 FP inh, LYPLA2 counter, GSTO1 counter, PAFAH1B2 FP inh, pPAFAH FP inh, LYPLA1 counter
CCOC(=O)c1ccc(CSc2nnc(C)n2N)o1
 : 5, 8, 2, -4, 0, 0, 3, 2, 3
CCc1nn(CC(=O)NCCN2CCN(C)CC2)c(=O)c2cc3occc3n12
 : 2, 11, -1, 5, 3, 9, 2, 6, -2

(more compounds)
Fields: PAFAH1B3 FP inh, PAFAH2 inh, PREPL inh, PAD4 FP inh, LYPLA2 counter, GSTO1 counter, PAFAH1B2 FP inh, pPAFAH FP inh, LYPLA1 counter
COc1ccc(CNc2nc(NCc3ccc(OC)cc3)n(S(C)(=O)=O)n2)cc1
 : 4, -2, 5, -4, 4, -16, 0, 0, 2
OC(CNC1CCCC1)COc1ccc(-c2ccccc2)cc1 (centres undefined)
 : 1, -3, 34, 5, -2, 1, 3, 1, -3
CC(=O)N1CC(C)Sc2ccc(S(=O)(=O)NCCc3ccc(C)cc3)cc21 (centres undefined)
 : -4, -2, -42, -2, 5, 9, 8, 10, -1
CCCOc1ccc(Br)cc1/C=N/O
 : 3, -1, 6, -1, 1, -1, 7, -3, -5
O=C(Nc1ccc(S(=O)(=O)N2CCCC2)cc1)c1cc(=O)c2ccccc2o1
 : 10, -2, 9, -3, 4, -1, -3, -1, 1
COc1ccc(NC(=O)c2ccc([N+](=O)[O-])cc2[N+](=O)[O-])c(OC)c1
 : 9, 2, 3, -5, 5, 17, 4, 6, -3
Oc1ccc(N=Nc2ccccc2)o1
 : 5, 5, 5, 0, -8, -2, 5, 6, -7
COc1ccc(N2CCN(C(CNC(=O)c3ccc4c(c3)OCO4)c3cccnc3)CC2)cc1 (centres undefined)
 : 0, 3, 13, -2, 11, 2, 5, 8, 4
Cc1c(NS(=O)(=O)c2ccccc2F)c(=O)n(-c2ccccc2)n1C
 : 6, 0, 10, -1, 0, 6, -2, -1, -2
COc1cccc(CNS(=O)(=O)c2ccc3c(c2)N(C(C)=O)CCS3)c1
 : 6, 4, 6, -7, 1, 4, 8, 4, 0
CCCCCNC(=O)C(C#N)c1nc2ccccc2nc1N1CCCC1 (centres undefined)
 : 2, -4, 1, -12, -6, 8, -4, 3, -3
O=C(COc1ccccc1Cl)Nc1nc(-c2ccncc2)cs1
 : 13, 14, -15, 1, ., ., 9, 6, .
S=C(NCCSCc1ccc(Cl)c(Cl)c1)Nc1ccccc1
 : 4, -9, 2, -1, -45, -13, 3, -4, -25
Cn1c(=O)c2c(nc(CN3CCN(C(=O)c4ccco4)CC3)n2Cc2ccccc2F)n(C)c1=O
 : 1, -6, -3, 1, -5, 2, 9, 7, -2
O=C(NC1CCCCCC1)C1CCN(S(=O)(=O)c2c(Cl)cccc2Cl)CC1
 : -6, -4, 0, -5, 4, ., 1, 8, -1
O=c1cc(COc2ncnc3c(Cl)cc(Cl)cc23)nc2sccn12
 : 7, 2, 5, -4, 8, -1, 0, 3, 3
Cc1ccccc1CNC(=O)CN(c1cccc([N+](=O)[O-])c1)S(C)(=O)=O
 : 1, 1, -1, -4, -5, 6, 7, -3, -1
Cc1ccc(NC(=O)c2ccc(OC(=O)COc3ccc(Cl)cc3C)cc2)cc1
 : 5, 7, 0, -7, 2, 0, 6, 6, -1
CCN(CC)S(=O)(=O)c1ccc(/C=C/C(=O)Nc2ccccc2N2CCOCC2)cc1
 : 6, 0, -6, 3, 3, 2, -2, 0, 1

Not all compounds are listed. The share of hits here may be higher or lower than overall.
